# High-throughput results (PubChem)
# FadD28 binding – M. tuberculosis FadD28 bisubstrate binding inhibition; FadD28 bisubstrate probe binding, fluorescence polarization; inhibition, % at 12.5 µM; 0.22% of 360,000 active; AID 588549; in the data active = inhibition above about 8.5%, passing the limit was not always enough; inconclusive = no clear call, values can overlap the other calls
# GDH-TPI inh – GDH-TPI coupled enzyme inhibition counter-screen; 1.2% of 360,000 active; inhibition, % at 4.8 µM; GDH-TPI coupled enzyme counterscreen, NADH absorbance;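 also: 0% = DMSO wells and 100% = wells lacking the enzyme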
# Rv3671c inh – inhibitors of M. tuberculosis serine protease Rv3671c; P9WHR9; inhibition, % at 5.96 µM; 0.048% of 320,000 active; AID 2606; in the data active = inhibition above about 38%;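 also: extracellular domain of Rv3671c used as enzyme; 0% = enzyme with DMSO and 100% = no enzyme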
# Target sequence (P9WHR9 whole entry, looked up, the tested form may be a part): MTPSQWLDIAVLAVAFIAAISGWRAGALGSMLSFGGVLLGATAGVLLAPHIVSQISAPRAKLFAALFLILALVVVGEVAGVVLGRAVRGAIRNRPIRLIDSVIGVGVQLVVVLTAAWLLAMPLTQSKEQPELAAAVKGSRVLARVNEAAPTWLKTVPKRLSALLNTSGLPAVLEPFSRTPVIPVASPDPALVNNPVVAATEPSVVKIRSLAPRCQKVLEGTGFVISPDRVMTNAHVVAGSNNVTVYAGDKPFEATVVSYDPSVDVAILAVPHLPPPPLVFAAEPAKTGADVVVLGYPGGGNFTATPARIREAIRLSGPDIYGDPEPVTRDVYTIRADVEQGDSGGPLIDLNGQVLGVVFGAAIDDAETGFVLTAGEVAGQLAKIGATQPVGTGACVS
# DUSP3 inh – DUSP3 (human) phosphatase inhibition | P51452 | recombinant VHR phosphatase, pNPP absorbance | inhibition, % at 13.3 µM | 0.52% of 290,000 active | AID 1654; in the data active = inhibition above about 50%; also: some compounds called inactive have numbers as strong as hits
# Target sequence (P51452 whole entry, looked up): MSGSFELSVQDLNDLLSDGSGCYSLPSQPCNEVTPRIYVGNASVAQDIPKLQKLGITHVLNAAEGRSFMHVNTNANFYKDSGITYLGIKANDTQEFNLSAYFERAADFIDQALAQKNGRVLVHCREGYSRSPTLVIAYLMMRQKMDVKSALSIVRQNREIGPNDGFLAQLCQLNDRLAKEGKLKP
# CCHFV vOTU inh – CCHFV vOTU protease inhibition; inhibition, % at 11.5 µM; AID 651958; 0.55% of 370,000 active; Pep-AMC fluorescence; also: 0% = vehicle wells with enzyme and 100% = no enzyme wells
# MazEF act – MazEF (E. coli) toxin RNase activation; P0AE70; FAM/BHQ RNA-DNA oligo cleavage fluorescence, 5 h; activation, % at 20 µM; 0.32% of 350,000 active; AID 504720; in the data active = activation above about 50%
# BioA inh – blocks M. tuberculosis BioA enzyme activity; 0.096% of 360,000 active; inhibition, % at 9.99 µM; purified M. tuberculosis BioA enzyme, plate reader; AID 602481; in the data active = inhibition above about 40%; inconclusive = no clear call, values can overlap the other calls
# Mtb UGM inh – Mtb UDP-galactopyranose mutase inhibition. purified UGM, fluorescence polarization probe displacement. 0.06% of 320,000 active. inhibition, % at 10 µM. P9WIQ1; in the data active = inhibition above about 10%, passing the limit was not always enough; inconclusive = no clear call, values can overlap the other calls
# Target sequence (P9WIQ1 whole entry, looked up): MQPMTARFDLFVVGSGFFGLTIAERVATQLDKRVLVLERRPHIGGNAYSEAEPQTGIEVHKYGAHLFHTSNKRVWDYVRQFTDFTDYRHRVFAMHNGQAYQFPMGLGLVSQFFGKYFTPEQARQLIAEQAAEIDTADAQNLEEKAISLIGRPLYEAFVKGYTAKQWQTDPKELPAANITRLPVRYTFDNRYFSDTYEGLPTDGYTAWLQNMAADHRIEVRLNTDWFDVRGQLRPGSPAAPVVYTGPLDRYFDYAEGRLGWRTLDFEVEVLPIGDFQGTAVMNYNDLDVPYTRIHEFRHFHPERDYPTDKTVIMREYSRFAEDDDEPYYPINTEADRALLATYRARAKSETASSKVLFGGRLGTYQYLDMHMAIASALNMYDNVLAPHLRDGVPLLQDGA
# BoNT-F LC inh – blocks Botulinum neurotoxin F light chain protease; 0.22% of 360,000 active; inhibition, % at 10 µM; Multiplex microsphere protease cleavage assay, flow cytometry; in the data active = inhibition above about 35%, passing the limit was not always enough; inconclusive = no clear call, values can overlap the other calls; also: plate controls were buffer without enzyme for full effect and enzyme alone for no effect
# Mtb FBA inh – Mtb fructose-bisphosphate aldolase inhibition; inhibition, % at 1 µM; 2.3% of 360,000 active; purified M. tuberculosis FBA, fluorescence read-out; P9WQA3; in the data active = inhibition above about 27%;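 also: 0% = vehicle and 100% = reference inhibitor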
# * marks the source's active call; other numbers are inactive results; ? = inconclusive; / = no result given; + = active, no number. Rule as the data show it, unless noted: active = inhibition above about 30%; inactive = the rest. Not a hit list; 4.9% or so of the library scored in one or more.
SMILES,FadD28 binding,GDH-TPI inh,Rv3671c inh,DUSP3 inh,CCHFV vOTU inh,MazEF act,BioA inh,Mtb UGM inh,BoNT-F LC inh,Mtb FBA inh
Cc1cc(N2CCCC2=O)ccc1S(=O)(=O)NC1CCCCC1,-3.9,1,4,12,-1,6,-1.4,-1.4,-17,0
COc1ccc(OC)c(CNC(=O)C2CCCN(S(=O)(=O)N3CCC(C)CC3)C2)c1 (configuration not stated),0.7,16,2,4,8,-5,-3.2,0.2,0,0
COc1ccc(CCNC(=O)CN(CCc2ccccc2)S(C)(=O)=O)cc1OC,0.6,-4,-9,10,-8,-18,0.0,-0.3,-5,-3
O=c1[nH]c(-c2cccnc2)nc2sc(-c3ccccc3)cc12,1.5,-2,8,46,0,0,/,3.1,2,6
CC(=O)N=c1c(C#N)cc2c(=O)n3ccccc3nc2n1CCCOC(C)C,0.4,4,-2,10,-333,3,-1.3,0.1,/,+
O=C(NCc1cc(C(F)(F)F)cc(C(F)(F)F)c1)C1CC(c2ccccc2F)=NO1 (configuration not stated),0.7,7,-11,/,16,2,-0.1,2.2,-2,0
COc1ccc(C(=O)OCC(=O)NC(=O)NCc2ccccc2)cc1[N+](=O)[O-],-1.5,-9,-10,/,4,3,0.6,0.9,4,2
Cc1cc(S(=O)(=O)Nc2ccc(C(=O)N3CC(C)OC(C)C3)cc2)ccc1F (configuration not stated),0.0,5,-11,/,-9,-8,-7.4,-2.2,-4,7
COC(=O)Cc1c(C)c2cc(Cl)c(OC(=O)c3ccco3)cc2oc1=O,-3.3,2,4,4,-200,2,0.9,3.6,-6,+
CC(C)C(C(=O)NCc1ccco1)N(CC1CCCO1)C(=O)CNS(=O)(=O)c1ccccc1 (configuration not stated),-0.1,-6,6,34,-10,11,/,-1.9,2,0
C=CC(c1ccccc1)C(C(=O)c1ccccc1)N(C)C (configuration not stated),0.9,6,/,-1,2,3,2.1,/,-4,1
COc1cc(OC)c(N(C)S(=O)(=O)c2cccc(C(=O)OCC(=O)N(C)Cc3ccccc3)c2)cc1Cl,-4.2,-2,/,/,-1,-12,-0.6,/,4,-3
COC(=O)c1c(NC(=O)CSc2nc3ccccc3c(=O)n2-c2ccccc2)sc(C)c1C,1.1,4,2,5,21,-11,/,0.7,-1,1
NC(=O)CSc1nc2c(c(=O)n1-c1ccccc1)C1(CCCCC1)Cc1ccccc1-2,1.2,11,-1,23,5,1,/,1.4,1,0
COc1ccc(-c2noc(CN(C(=O)c3cccs3)C(C)C)n2)cc1,0.5,-2,3,21,3,-5,-0.4,-0.4,-4,1

# 4 entries from above in another layout:
COC(=O)Cc1c(C)c2cc(Cl)c(OC(=O)c3ccco3)cc2oc1=O
- FadD28 binding: -3.3
- GDH-TPI inh: 2
- Rv3671c inh: 4
- DUSP3 inh: 4
- CCHFV vOTU inh: -200
- MazEF act: 2
- BioA inh: 0.9
- Mtb UGM inh: 3.6
- BoNT-F LC inh: -6
- Mtb FBA inh: +

CC(C)C(C(=O)NCc1ccco1)N(CC1CCCO1)C(=O)CNS(=O)(=O)c1ccccc1 (configuration not stated)
- FadD28 binding: -0.1
- GDH-TPI inh: -6
- Rv3671c inh: 6
- DUSP3 inh: 34
- CCHFV vOTU inh: -10
- MazEF act: 11
- BioA inh: /
- Mtb UGM inh: -1.9
- BoNT-F LC inh: 2
- Mtb FBA inh: 0

C=CC(c1ccccc1)C(C(=O)c1ccccc1)N(C)C (configuration not stated)
- FadD28 binding: 0.9
- GDH-TPI inh: 6
- Rv3671c inh: /
- DUSP3 inh: -1
- CCHFV vOTU inh: 2
- MazEF act: 3
- BioA inh: 2.1
- Mtb UGM inh: /
- BoNT-F LC inh: -4
- Mtb FBA inh: 1

COc1cc(OC)c(N(C)S(=O)(=O)c2cccc(C(=O)OCC(=O)N(C)Cc3ccccc3)c2)cc1Cl
- FadD28 binding: -4.2
- GDH-TPI inh: -2
- Rv3671c inh: /
- DUSP3 inh: /
- CCHFV vOTU inh: -1
- MazEF act: -12
- BioA inh: -0.6
- Mtb UGM inh: /
- BoNT-F LC inh: 4
- Mtb FBA inh: -3

# Further structures:
SMILES,FadD28 binding,GDH-TPI inh,Rv3671c inh,DUSP3 inh,CCHFV vOTU inh,MazEF act,BioA inh,Mtb UGM inh,BoNT-F LC inh,Mtb FBA inh
O=C(c1ccc(Cl)cc1)C1CCCN(Cc2cnn(-c3ccccc3)c2)C1 (configuration not stated),-2.6,7,-5,10,-8,-3,0.3,1.6,6,0
CCCn1c(=N)c(S(=O)(=O)c2ccc(F)cc2)cc2c(=O)n3cccc(C)c3nc21,-1.4,4,-9,9,2,2,-1.3,0.6,15,5
CCC(C(=O)OCC(=O)NC1CCS(=O)(=O)C1)c1ccccc1 (configuration not stated),-2.4,12,0,/,6,-1,0.7,3.2,?,-1
O=C(Nc1nc(-c2cccs2)cs1)c1ccco1,-2.7,6,-2,2,10,-5,/,-0.7,-4,4
O=c1cc(-c2ccc(F)cc2)[nH][nH]1,-0.2,-7,-166,21,-3,3,-0.2,-0.3,3,-3
COc1ccc(C(=O)Nc2nc3ccccc3[nH]2)cc1,-1.2,0,-2,7,18,-16,-0.8,0.5,-4,-4
CC(O)c1nc2c(c(=O)n(C)c(=O)n2C)n1C (configuration not stated),-2.5,-4,0,4,-4,1,0.1,-0.9,8,-2
O=C1c2ccccc2C(=O)N1Cc1nc2ccccc2c(=O)n1-c1cccnc1,0.5,3,-2,13,-5,-3,/,1.4,1,-1
Cc1cc(C)c2[nH]c(O)c(N=NC3=NC(=O)CS3)c2c1,-5.4,12,8,16,18,4,/,1.7,-1,-15
CC(C(=O)C12CC3CC(CC(C3)C1)C2)N1CCOCC1 (configuration not stated),-2.9,-7,-10,15,4,2,0.6,2.6,16,1
Cc1c(Br)c([N+](=O)[O-])nn1CCCC(=O)N1CCN(c2ccccc2)CC1,1.0,3,4,1,-2,-2,/,1.7,6,0
COc1ccc(S(=O)(=O)N2CCN(C(=S)NC3CCCCC3)CC2)cc1,-3.9,-5,-11,-2,-6,5,/,-3.5,-4,-2
CC(C)N(Cc1ccccc1)C(=O)CN1C(=O)COc2ccc(S(=O)(=O)N3CCCCCC3)cc21,-3.1,5,-5,-2,17,3,-0.3,-0.5,-2,0
CCOC(=O)NC(=O)CSc1cc(C)c2cc(C)cc(C)c2n1,0.1,4,-2,20,13,-2,/,-2.6,2,0
CCOc1ccccc1NC(=O)c1ccccc1-c1nc(-c2ccccc2OC)no1,-5.8,8,-14,8,7,3,0.6,3.8,-6,1
COCCCNc1nc2c(-c3ccc(Cl)cc3)nnn2c2ccccc12,-2.8,-4,-1,-4,-9,-4,-1.8,1.8,-4,0
COc1ccc2c(c1)C(C)=CC(C)(C)N2S(=O)(=O)c1ccc(C)cc1,-0.8,-3,-3,14,9,-2,/,-1.5,2,-1
COc1ccc(C(=O)OCC(=O)NC2CCCCCCC2)cc1OC,-2.4,0,0,/,-3,8,0.7,-0.2,0,3
CCCN1Cc2cccc(C(=O)N3CCN(c4ccc(OC)cc4)CC3)c2C1=O,-4.2,-7,4,-5,-7,11,/,-2.0,-2,-2
CC(C)(C)N1C(=O)c2ccc(C(=O)NCc3ccco3)cc2C1=O,0.5,5,2,-5,8,8,-1.0,2.4,4,4
CN1CCC(N(C)C(=O)COc2ccccc2-c2ccccc2)CC1,-0.8,-6,1,7,-4,5,-5.3,3.5,-10,-1
CC1(C)Cc2c(sc(NC(=O)C(=O)NCC3CCCO3)c2C(=O)O)CO1 (configuration not stated),-2.3,23,-9,-7,28,-28,-2.5,0.4,7,2
COc1ccc2ccc(C(C)(C(C)=O)C(=O)OC(C)C)cc2c1 (configuration not stated),/,-5,1,/,5,10,1.3,1.4,2,1
CCCCn1c(=O)c(C(=O)Nc2ccccc2C)c(O)c2ccccc21,-4.3,-27,-5,44,/,9,8.1,2.1,17,0
CCC1=C(OC(=O)N(CC)CC)N2C(=O)OC(=NCc3ccccc3)[C@]2(C)[C@H]2C1=CC[C@H]1C(=O)N(CC)C(=O)[C@H]12,-4.1,9,4,-16,6,3,-1.9,1.0,-2,0
Fc1ccc(CN2CC[C@H]3C=CCc4cccc(c43)C2)cc1,-0.3,19,-4,/,5,-9,-4.3,1.6,0,24
CC(C)CNC(=O)/C(C#N)=C1\N=C(NC(=O)c2ccco2)c2ccccc21,0.6,29,8,24,9,12,-1.8,0.4,7,-2
CC(C)Nc1ncnc2c1ncn2[C@H]1CN(Cc2ccc(Cl)cc2)C[C@@H](CO)O1,-1.7,10,/,/,0,/,0.4,/,-1,2
COc1cc2c(cc1OC)C(C)N(C(=O)c1cccc([N+](=O)[O-])c1)CC2 (configuration not stated),-2.4,-1,-7,10,-14,2,/,-1.0,-4,6
O=C1C[C@@H]2c3c(cccc3CN1Cc1ccc(Br)cc1)C[C@@H](O)[C@H]2O,-2.2,11,/,/,-9,1,0.8,/,4,-1

# Another view of part of the listing above:
smiles	FadD28 binding	GDH-TPI inh	Rv3671c inh	DUSP3 inh	CCHFV vOTU inh	MazEF act	BioA inh	Mtb UGM inh	BoNT-F LC inh	Mtb FBA inh
COc1ccc2c(c1)C(C)=CC(C)(C)N2S(=O)(=O)c1ccc(C)cc1	-0.8	-3	-3	14	9	-2	/	-1.5	2	-1
CC(C)CNC(=O)/C(C#N)=C1\N=C(NC(=O)c2ccco2)c2ccccc21	0.6	29	8	24	9	12	-1.8	0.4	7	-2
CN1CCC(N(C)C(=O)COc2ccccc2-c2ccccc2)CC1	-0.8	-6	1	7	-4	5	-5.3	3.5	-10	-1
COc1cc2c(cc1OC)C(C)N(C(=O)c1cccc([N+](=O)[O-])c1)CC2 (configuration not stated)	-2.4	-1	-7	10	-14	2	/	-1.0	-4	6

# The results go on:
SMILES,FadD28 binding,GDH-TPI inh,Rv3671c inh,DUSP3 inh,CCHFV vOTU inh,MazEF act,BioA inh,Mtb UGM inh,BoNT-F LC inh,Mtb FBA inh
O=C(CSc1nc2ccccc2n1CC(=O)N1CCCCC1)N1CCCCC1,-0.4,5,6,19,-13,-5,-0.1,-1.4,3,1
COc1ccccc1CC(NC(C)=O)C(=O)NC1CCN(S(=O)(=O)c2ccccc2)CC1 (configuration not stated),/,-5,/,44,-6,11,-0.5,/,-4,0
CC1Cc2ccccc2N1C(=O)COC(=O)Cn1cnc2ccccc2c1=O (configuration not stated),-1.6,0,4,15,-6,-1,1.8,-0.9,-1,0
CC(=O)Nc1ccc(NC2CCCCC2NS(=O)(=O)c2ccccc2)cc1 (configuration not stated),-0.4,-9,-5,12,15,0,0.3,0.8,8,0
CN(C)c1nc(N)nc(CSc2nnnn2-c2cccc3ccccc23)n1,-0.9,8,0,7,2,7,-0.3,0.5,-2,-2
O=C1OCC(CO)(CO)N=C1NNc1ccccc1[N+](=O)[O-],-0.5,5,0,4,6,7,-3.1,-3.0,-16,-8
COc1ccc(CCNC(=O)c2c([S-])n(-c3ccc(C)cc3)c3cccc[n+]23)cc1,0.2,20,6,7,0,-7,1.7,-0.3,-6,-2
NCCc1nnc(SCc2ccc(F)cc2)o1,-2.9,-5,-12,22,-3,-9,/,3.1,1,-4
COc1cccc(CNC(=O)CC2C(=O)NCCN2CCCc2ccccc2)c1 (configuration not stated),-2.2,-2,1,-12,1,7,0.3,0.6,/,0
CC(=O)Nc1c2c(nn1-c1ccc(C)cc1)CS(=O)(=O)C2,-0.5,-1,-8,2,-11,6,-1.1,-0.1,17,1
COc1cc(/C=C/C(=O)O)cc(S(=O)(=O)NCc2ccco2)c1OC,0.0,3,4,-10,-14,4,/,-2.2,-2,1
S=c1[nH]cc(Cc2ccccc2)s1,-1.6,21,-11,-11,8,0,1.0,1.1,-4,-1
Cc1ccc(N2C(=O)NC(=O)C(CCc3ccncc3)(Cc3cccc(Cl)c3Cl)C2=O)cc1 (configuration not stated),-6.5,-2,-11,24,-20,-7,0.1,0.3,3,-7
O=C(NC(Cc1c[nH]c2ccccc12)C(=O)O)/C(=C/c1ccc(F)cc1)NC(=O)c1ccccc1 (configuration not stated),-4.0,-3,3,14,-9,-3,-1.2,1.7,4,-6
